TPT1 inh – inhibitors of Candida albicans tRNA 2'-phosphotransferase TPT1; inhibition, % at 5 µM; hit rate 0.81% among 300,000; AID 1962; recombinant caTPT1, FP RNA substrate dephosphorylation;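 active means inhibition above the mean of all tested compounds plus 3 SD, set per screening campaign, cut at about 24% in these data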;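 further: plate controls were DMSO alone for no effect and ferristatin control at 100 nM for full effect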
ZTA counter – blocks Epstein-Barr virus ZTA, an EBNA-1 counter-screen. ZTA-DNA binding, fluorescence polarization. inhibition, % at 11 µM. hit rate 0.15% among 320,000. AID 2234; in the data active means inhibition above about 33%
HCV core dimer – HCV core protein dimerization inhibition | TR-FRET GST/Flag-core106 dimerization, 1536-well | inhibition, % at 5 µM | hit rate 0.33% among 300,000 | AID 1899;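 active means inhibition above the mean of all tested compounds plus 3 SD, set per screening campaign, cut at about 45% in these data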
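Assay system – GST-tagged and Flag-tagged HCV core protein residues 1-106 · Quantity – core106 proteins, GST 13.5 nM and Flag 17 nM · Benchmarks – unlabelled core106 and no-GST-core106 wells · Read-out basis – percent inhibition of core106 dimerization signal · Detection – time-resolved FRET, ex 340 nm, em 617 and 671 nm · Schedule – 4 h at 22.5 °C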
PP1 inh – PP1-alpha (human) inhibition in PP5 counter-screen | purified PP1alpha, OMFP fluorescence | inhibition, % at 6.7 µM | P62136 | hit rate 0.9% among 320,000;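 active means inhibition above the mean inhibition of all tested compounds plus 3 SD, computed separately for each screening campaign, cut at about 15% in these data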
Target sequence (P62136 whole entry, looked up): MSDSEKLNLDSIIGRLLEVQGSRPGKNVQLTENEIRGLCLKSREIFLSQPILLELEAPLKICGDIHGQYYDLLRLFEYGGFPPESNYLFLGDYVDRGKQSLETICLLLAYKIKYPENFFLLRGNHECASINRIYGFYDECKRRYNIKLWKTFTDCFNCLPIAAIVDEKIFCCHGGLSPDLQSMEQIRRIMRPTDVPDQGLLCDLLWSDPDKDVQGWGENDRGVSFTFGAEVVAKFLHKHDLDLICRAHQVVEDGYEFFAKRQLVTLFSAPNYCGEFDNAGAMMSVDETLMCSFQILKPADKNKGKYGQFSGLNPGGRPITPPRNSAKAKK
Fh CTSL1 inh – cathepsin L1 inhibition, PFM18AAP counter-screen; inhibition, % at 5.96 µM; hit rate 0.49% among 300,000; recombinant F. hepatica cathepsin L1, Z-Leu-Arg-MCA fluorescence; AID 1906;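 active means inhibition above the mean of all tested compounds plus 3 SD, set per screening campaign, cut at about 17% in these data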;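 further: 0% = plate median of test compound wells and 100% = 1 µM Z-Phe-Ala-diazomethylketone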
EBNA-1 inhibitor – blocks EBNA-1 binding to DNA | EBNA-1 DNA binding, fluorescence polarization | inhibition, % at 14.8 µM | hit rate 0.34% among 300,000 | AID 1950; in the data active means inhibition above about 28%
GASC-1 inh – inhibitors of human GASC-1 (JMJD2C) demethylase; Q9H3R0; GST-JMJD2C(1-420) H3K9me3 demethylation, DELFIA europium; inhibition, % at 2.35 µM; hit rate 0.069% among 330,000; AID 2099;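 active means more than half of a compound's replicate wells show inhibition beyond 50%, single wells judged on their own value; inconclusive means some, but no more than half, of replicates pass 50% inhibition; inactive means no replicate passes 50% inhibition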;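 further: signal counts dimethyl H3K9 product captured on neutravidin plate; 0% = median of DMSO wells and 100% = 0.3 times that DMSO median; strong numbers were not always called active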
CR mimetic SO – yeast age-related superoxide inhibition as caloric restriction mimetic; S. cerevisiae aged cells, superoxide DHE fluorescence; hits give low values; superoxide response (% of plate mean), % at 10 µM; hit rate 0.18% among 330,000;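 active means superoxide response under a set limit, about three screen SD below normal, cut at about 65% in these data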;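 further: yeast aged for seven days with compound at 30 °C before DHE staining; 100% = average MFI of all compound-treated wells on the plate with controls excluded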
PP5 inh – inhibitors of human protein phosphatase 5 (PP5). P53041. purified PP5c, OMFP substrate fluorescence. inhibition, % at 6.7 µM. hit rate 0.18% among 320,000;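 active means inhibition above the campaign's mean inhibition across all tested compounds plus 3 SD, cut at about 9.5% in these data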;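 further: 0% = DMSO only and 100% = 100 µM cantharidin control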
Target sequence (P53041 whole entry, looked up): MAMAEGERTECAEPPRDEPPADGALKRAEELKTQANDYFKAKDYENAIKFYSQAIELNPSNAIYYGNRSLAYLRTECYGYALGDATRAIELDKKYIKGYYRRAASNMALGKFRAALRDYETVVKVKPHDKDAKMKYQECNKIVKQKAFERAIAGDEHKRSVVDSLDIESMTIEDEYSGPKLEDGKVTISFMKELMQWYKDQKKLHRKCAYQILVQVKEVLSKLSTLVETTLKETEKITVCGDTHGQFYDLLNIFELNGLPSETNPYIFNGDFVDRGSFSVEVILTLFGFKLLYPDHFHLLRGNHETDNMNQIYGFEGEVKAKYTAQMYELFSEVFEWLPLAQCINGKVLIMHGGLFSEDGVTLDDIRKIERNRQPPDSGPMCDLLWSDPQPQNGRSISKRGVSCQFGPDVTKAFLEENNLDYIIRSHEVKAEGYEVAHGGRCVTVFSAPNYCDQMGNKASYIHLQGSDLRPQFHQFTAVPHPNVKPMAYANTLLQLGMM
* marks the source's active call; other numbers are inactive results; ? = inconclusive; nt = no result given.

compound,ZTA counter,TPT1 inh,Fh CTSL1 inh,GASC-1 inh,EBNA-1 inhibitor,HCV core dimer,PP1 inh,PP5 inh,CR mimetic SO
CCOc1ccc(NC(=O)c2nnn(CC(=O)Nc3ccccc3OC)c2N)cc1,1,3,-8,7,-4,-2,-11,0.9,105
Oc1cccc2cc3cccc(O)c3c(O)c12,-1,-10,9,3,27,25,35*,-1.0,101
Cc1ccc2occ(/C=N/NC(N)=S)c(=O)c2c1,-14,-3,6,-7,-2,-8,-2,2.2,89
N#Cc1ccccc1OCC(=O)NCCNC(=O)COc1ccccc1C#N,9,-3,4,-24,0,2,-1,1.6,86
O=C(O)CCCC(=O)Nc1ccc(C(=O)N2CCCCC2)cc1,4,-1,-3,5,5,6,4,2.4,112
COCCNC(=O)CS(=O)Cc1nc(-c2ccccc2C)oc1C (configuration not stated),-1,0,0,-1,6,-4,3,-0.8,89
NNC(=S)Nc1c(F)cc(F)cc1Br,-14,-3,-4,5,-8,-2,-5,0.1,89
COc1ccc(C(=O)OCCCN(C)C)cc1OC,2,-1,0,5,-4,0,-2,-0.4,92
CNC(=O)c1cc(S(=O)(=O)N(C)C)ccc1Cl,-3,-2,0,6,-4,-4,-4,-0.8,91
N#Cc1c(N2C(=O)Nc3ccccc3N2O)sc2c1CCCCCC2,9,0,-2,-3,11,12,-2,1.3,117
O=C(NCCc1cccc(F)c1)/C(=C/c1cccnc1)NC(=O)c1ccccc1,-6,0,2,8,1,3,0,2.3,89
COC(=O)c1c(NC(=O)c2ccco2)sc(C)c1C,-8,0,6,7,-7,5,-1,3.2,103
COc1cc(C2C(C(=O)N3CCOCC3)=C(C)NC3=C2C(=O)CCC3)ccc1OC(C)=O (configuration not stated),-2,-3,-4,8,9,5,-3,3.1,100
Cc1ccc(OC(C)C)c(CN(CCO)CCO)c1,0,2,-5,10,-1,-6,0,3.0,113
O=c1cc(-c2ccccc2)[nH]c2[nH]n(-c3ccccc3)c(=O)c12,-22,0,-1,8,-8,-13,1,0.7,102
O=C1Nc2ccccc2OC1CC(=O)N1CCOCC1 (configuration not stated),11,-4,0,3,5,-4,-6,-1.1,99
Cc1cccc(NC(NC(=O)c2ccccc2[N+](=O)[O-])C(Cl)(Cl)Cl)c1 (configuration not stated),0,-1,-1,-13,-4,-10,1,1.7,93
CCCCNCC(O)(c1ccc(Cl)cc1)c1ccc(Cl)cc1,0,-7,6,-22,-16,-5,1,-1.6,88
O=C(N/N=C/c1ccc(F)c(F)c1)c1cc2c(s1)-c1ccccc1CC2,-3,-1,5,-1,7,-6,2,-1.1,90
CC(C)NC(=O)C(C)N1CCN(S(=O)(=O)c2ccc3ccccc3c2)CC1 (configuration not stated),10,4,-1,3,-12,-10,-5,1.8,114
CC1=C(C#N)C(=O)NC(=O)/C1=C/c1ccc(-c2ccc(S(N)(=O)=O)cc2)o1,3,7,7,-3,6,2,-3,0.8,93
COc1ccc(-c2nn(-c3ccccc3)cc2/C=C2/SC(=S)N(CCC(=O)O)C2=O)cc1,-1,8,8,6,14,-139,3,2.4,106
COc1cccc(NC(=O)CN2C(=O)NC(c3ccccc3)(c3ccccc3)C2=O)c1,10,-1,-21,11,-7,9,3,5.7,87
COc1ccc(CN(C)C(=O)C2CCN(S(=O)(=O)c3cccs3)CC2)cc1F,6,nt,nt,2,nt,nt,-7,-2.6,98
CC(C)CCN=CC1=C(O)CC(c2ccccc2)CC1=O (configuration not stated),10,0,6,-5,7,3,-3,1.5,105
CCc1ccc(NC(=O)c2ccc3nc(N)sc3c2)cc1,-5,1,3,1,-2,1,0,2.9,85
COc1ccccc1/C=C(\NC(=O)c1ccc(OC)c(OC)c1)C(=O)Nc1cc([N+](=O)[O-])ccc1C,2,-2,-10,5,-12,14,4,3.0,111
c1cc(Nc2ncnc3sc4c(c23)CCC4)ccn1,-17,-2,4,1,-6,0,-3,-0.8,100
CCn1c(COc2cccc(C)c2)nnc1SCC(=O)Nc1cccc(C(=O)OC)c1,-2,0,1,-4,-10,5,7,5.2,107
COc1ccc(C)cc1NC(=O)N1CCC(CO)(CC2CCCCO2)CC1 (configuration not stated),4,0,0,6,1,1,-3,0.8,101
Cc1ccccc1C(=O)NCC(=O)OCCOc1ccc(C(C)C)c(C)c1,1,3,7,-6,1,3,4,1.0,101
Oc1ccc(O)c(/C(=N/Nc2ccccc2)c2ccccc2)c1,-15,-2,1,-4,-4,-14,0,2.1,105
Nc1cnc(Br)cc1Br,-2,1,-4,3,7,5,-7,3.2,112
COC(=O)c1nc(N)sc1C(C)C,2,0,-1,-4,-6,2,12,-2.2,97
Cc1cccc(N(C(=O)CNC(=O)c2ccco2)C(C(=O)NC2CCCCC2)c2cccnc2)c1 (configuration not stated),-1,0,-3,-4,-7,3,-1,1.9,96
O=S(=O)(c1cccc(Cl)c1Cl)N1CCCCC1,14,0,-12,17,-10,6,-6,4.2,92
CCOc1cc(C(=O)N2CCC(CC3CC(c4cccc(Br)c4)=NO3)(C(=O)NCC3CCCCC3)CC2)cc(OCC)c1OCC (configuration not stated),-9,3,2,0,-1,18,2,6.3,97
COc1ccc(C(=O)Nc2nnc(-c3ccccc3)o2)cc1OC,21,0,1,-6,9,-2,1,-0.7,93
CC(=O)N1c2ccc(S(=O)(=O)N3CCC(C(=O)NCc4ccc(N(C)C)cc4)CC3)cc2CC1C (configuration not stated),8,0,2,-2,-19,-3,-3,0.9,99
CC(=O)c1cccc(S(=O)(=O)NCC2CCCCC2)c1,5,0,-3,-11,-8,-3,6,-5.2,100
NC1=C(c2ccc([N+](=O)[O-])cc2)C(=O)CO1,-19,-4,0,6,-7,-7,2,1.1,97
Cc1cc2cc(CNC(=O)c3ccc(S(=O)(=O)N4CCOCC4)cc3)ccc2n1C,13,-7,-2,-4,7,-62,4,-0.8,107
CC(=O)Nc1ccccc1C(=O)C(=O)Nc1cccc(C(=O)NCC2CCCO2)c1 (configuration not stated),-11,1,-2,0,2,-6,0,2.0,113
COc1cc(/C=C2/C(=O)NN(c3cccc(Cl)c3)C2=O)cc(OC)c1O,-15,124*,3,-14,-1,8,5,0.8,87
CN1c2ccccc2C(O)=C(C(=S)Nc2ccccc2)S1(=O)=O,-6,0,4,?,8,8,0,2.1,110
Cc1ccc(C2=NCCn3nc4cc(C(F)(F)F)ccc4c32)cc1,-13,0,2,-2,-5,5,2,1.5,106
COc1ccc(/C=C2\SC(=O)N(CCC(=O)Nc3ccccc3)C2=O)cc1OC,7,-2,-3,-4,17,-363,-3,1.8,100
Cc1cc(Br)ccc1NC(=O)c1cnc(N2CCN(c3ccccn3)CC2)c2ccccc12,12,1,2,-5,13,18,3,1.5,98
CC(=O)Nc1cccc(C(=O)OC(C(=O)c2ccc(C)c(C)c2)c2ccccc2)c1 (configuration not stated),6,-3,-15,-7,2,7,-2,2.6,104
O=S(=O)(Nc1ccc(O)c(Sc2nc3ccccc3s2)c1)c1ccc(F)cc1,-29,2,-1,6,5,-9,4,3.5,105

Continuation:
compound,ZTA counter,TPT1 inh,Fh CTSL1 inh,GASC-1 inh,EBNA-1 inhibitor,HCV core dimer,PP1 inh,PP5 inh,CR mimetic SO
c1cnc2ccc(C(c3nnnn3C3CCCCC3)N3CCN4CCCC4C3)cc2c1 (configuration not stated),-14,6,5,18,-5,-9,7,2.4,95
CNc1nc(Cl)c(SC)c(NCc2cccc(OC)c2)n1,3,0,-5,-1,5,2,3,2.9,86
Cc1cccc2cc(CN(Cc3cccs3)Cc3nnnn3Cc3ccccc3)c(=O)[nH]c12,3,0,3,6,-7,13,9,5.1,87
COCCNC(=O)/C(C#N)=C/c1ccc(-c2ccc(S(=O)(=O)N3CCOCC3)cc2)o1,8,11,-2,1,3,13,0,1.5,98
CCOC(=O)NC1c2ccccc2Oc2ccccc21,-5,-2,2,6,-2,-1,4,1.3,87
CCN(CC(=O)Nc1ccc(C)c(S(=O)(=O)N2CCOCC2)c1)Cc1ccccc1,-2,5,-2,-5,-4,-3,-6,3.6,120
CCOc1ccccc1N1CCN(C2=C(NS(=O)(=O)c3cccs3)C(=O)c3ccccc3C2=O)CC1,-18,-2,-3,-15,-5,24,2,2.6,130
Cc1ccc(N(C(=O)CCC(=O)Nc2nccs2)C(C(=O)NC(C)(C)C)c2ccc(O)cc2)cc1 (configuration not stated),-2,3,-2,-22,1,2,-3,-1.9,92
O=C(O)c1cc([N+](=O)[O-])ccc1C(=O)Nc1ccccc1,3,4,1,-4,-2,0,1,-0.3,109
CCC(C)NC(=O)CNC(=S)N(Cc1ccccc1F)C1CCCCC1 (configuration not stated),-2,1,1,-22,-4,-2,-4,3.1,118
CCCCSc1nc2c(c(=O)n1CC)SC(C)C2 (configuration not stated),-15,0,2,-9,-11,-2,2,3.6,118
O=C(Cc1c[nH]c2ccccc12)Nc1nnc(C2CC2)s1,4,4,-1,23,-4,11,3,2.3,109
CC(OC(=O)COc1ccc(C#N)cc1)C(=O)c1ccccc1 (configuration not stated),4,nt,nt,4,nt,nt,-3,1.0,86
CC(=O)c1ccc(N2CCN(C(=O)c3cc(-c4ccc5c(c4)OCO5)nc4ccccc34)CC2)cc1,7,2,3,4,-9,41,12,4.5,95
CCc1cccc(CC)c1NC(=O)COn1nnc2ccc(C(F)(F)F)cc21,10,-3,3,-2,-3,-6,-3,-0.1,106
CCNC(=S)NNC(=O)CCn1c2ccccc2c2ccccc21,-6,-2,-2,-13,-2,-11,2,1.2,95
O=C1C2C3C=CC(O3)C2C(=O)N1CC(O)c1ccccc1 (configuration not stated),2,1,2,-1,0,-3,-3,-0.9,102
Nc1n[nH]c(-c2ccccc2)n1,14,-1,1,2,8,5,-2,-1.4,107
N#Cc1c(Cn2cncn2)nc(=O)n(-c2ccccc2)c1N,4,-5,-2,-3,-3,0,9,2.6,89
CCCCC(NC(=O)Cc1c(C)c2cc3c4c(oc3c(C)c2oc1=O)CCCC4)C(=O)O (configuration not stated),-12,-2,3,-7,-5,11,2,-1.6,94
COc1ccc(CNC(=O)C(=O)NCc2ccncc2)cc1,1,-1,-2,10,-8,-1,4,3.4,100
O=C(NC1CCCCCC1)c1cccnc1Sc1ccc(Cl)cc1,4,0,1,-4,19,-10,0,0.9,101
Cc1nc2ccccc2c(=O)n1NC(=O)c1ccccc1,-22,-4,1,-23,-6,-17,-3,1.3,98
CCOC(=O)c1[nH]c2ccc(OC)cc2c1NC(=O)CN1CCC2(CC1)OCCO2,16,7,0,2,-14,-3,4,3.2,102
Cc1ccc(S(=O)(=O)Nc2ccc3c(c2)nc(CCN2CCCCC2)n3C)cc1,0,0,-1,-1,-12,2,-3,0.9,104
CC(C)(C)C(=O)CSc1nccc(=O)[nH]1,13,-2,1,2,7,-1,1,-2.3,86
O=C(Cn1cnc2cc([N+](=O)[O-])ccc2c1=O)NCc1ccc(Cl)cc1,1,3,-6,5,4,22,1,0.7,94
CCC(C)NCCCOc1ccc(C)cc1OC (configuration not stated),6,-3,-4,30,5,-4,1,-1.4,86
